Bioassay records deposited in PubChem by National Center for Advancing Translational Sciences (NCATS).
RGS4 inhibitor – blocks human RGS4-accelerated GTP hydrolysis. P49798. Transcreener GDP fluorescence polarization, RGS4-accelerated GTP hydrolysis. Potency, µM (top dose mostly 114 µM), inactives show at the highest dose activity change, negative = inhibition, actives largely listed as inhibitors. actives 0.039% (n = 390,000); note: potency is the fitted concentration of half-maximal effect; % is set by controls: 0 for no effect and ±100 for the full control effect; nearly all actives have a fitted effect of over 75% in size; some results filed as inactive show a strong effect at the top dose
Target sequence (P49798 whole entry, looked up): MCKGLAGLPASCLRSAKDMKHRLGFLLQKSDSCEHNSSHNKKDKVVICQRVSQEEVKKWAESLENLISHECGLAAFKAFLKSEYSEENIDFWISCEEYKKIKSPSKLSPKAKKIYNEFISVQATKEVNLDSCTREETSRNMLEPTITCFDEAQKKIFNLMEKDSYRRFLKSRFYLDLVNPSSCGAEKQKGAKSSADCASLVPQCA
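MLSMR compounds (23 nl, pin-transferred) preincubated 10 min at room temperature with a 500nM (2x) first reagent, then RGS4 at 900nM (2x) plus Transcreener GDP mix added; fluorescence polarization (620/688 nm) read before and after 90 min at 30 °C.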
Vif-APOBEC3G blk – blocks the Vif interaction with human APOBEC3G | HeLa A3G-eYFP + Vif (tagged APOBEC3G with the HIV-1 protein that degrades it), YFP fluorescence, overnight | actives 0.076% (n = 410,000) | Potency, µM (doses to about 46.1 µM), without a hit: at the top dose activity, negative = active, hits mostly inhibitors | AID 602310 | Q9HC16;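 note: potency is the fitted concentration of half-maximal effect; % is set by controls: 0 for no effect and ±100 for the full control effect; nearly all actives have a fitted effect of over 60% in size; hits raise eYFP signal because A3G escapes Vif-driven loss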
Target sequence (Q9HC16 whole entry, looked up): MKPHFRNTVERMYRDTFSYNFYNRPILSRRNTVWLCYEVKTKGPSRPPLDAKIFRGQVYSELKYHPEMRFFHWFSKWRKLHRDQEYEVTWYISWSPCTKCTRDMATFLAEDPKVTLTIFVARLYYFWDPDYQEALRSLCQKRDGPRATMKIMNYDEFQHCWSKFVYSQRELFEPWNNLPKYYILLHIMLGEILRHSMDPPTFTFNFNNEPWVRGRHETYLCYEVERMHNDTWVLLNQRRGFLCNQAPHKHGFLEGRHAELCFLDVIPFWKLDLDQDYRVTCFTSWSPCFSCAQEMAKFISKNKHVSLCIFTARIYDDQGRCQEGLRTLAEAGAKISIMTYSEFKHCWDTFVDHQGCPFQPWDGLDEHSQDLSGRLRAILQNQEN
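Read-out is eYFP fluorescence (Ex 488/Em 500-530) from Vif-expressing HeLa A3G-eYFP cells; more signal means A3G escaped Vif-mediated degradation. Cells plated overnight, compound pinned in, incubated overnight at 37 deg C.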
D2 ag – agonists of human D2 dopamine receptor | HEK293 T-REx D2 cells, calcium flux agonist mode | activation, % at 2 µM | actives 0.53% (n = 340,000);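 active = activation over 3 SD above normal in the single-dose calcium agonist read, cut at about 30% in these data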; note: 0% is about no effect
Target sequence (P14416 whole entry, looked up): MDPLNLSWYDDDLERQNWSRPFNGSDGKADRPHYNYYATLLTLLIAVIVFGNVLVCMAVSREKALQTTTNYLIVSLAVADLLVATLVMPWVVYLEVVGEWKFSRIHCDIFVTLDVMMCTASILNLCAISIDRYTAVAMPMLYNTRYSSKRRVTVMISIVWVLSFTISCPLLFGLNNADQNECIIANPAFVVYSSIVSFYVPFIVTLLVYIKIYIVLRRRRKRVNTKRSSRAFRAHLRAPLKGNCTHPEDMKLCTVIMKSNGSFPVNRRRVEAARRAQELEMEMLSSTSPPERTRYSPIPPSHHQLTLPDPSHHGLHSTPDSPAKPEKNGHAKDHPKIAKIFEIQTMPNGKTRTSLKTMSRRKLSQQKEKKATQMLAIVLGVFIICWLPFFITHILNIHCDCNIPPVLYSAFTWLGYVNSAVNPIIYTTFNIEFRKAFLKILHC
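Agonism scored from kinetic calcium signal (1 read/sec, 180 s) following compound pin transfer, after a 10 s baseline. Cells: HEK293 Trex line expressing inducible D2 receptor coupled to calcium, dye-loaded after overnight culture at 30 C.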
ALOX12 inh – inhibitors of human 12S-lipoxygenase ALOX12; P18054; purified 12hLO, xylenol orange hydroperoxide absorbance; Potency, µM (highest dose often 108 µM), inactives show at the highest dose activity change, negative = inhibition, actives largely listed as inhibitors; actives 1.1% (n = 580,000); AID 1671190; note: potency is the fitted concentration of half-maximal effect; % is set by controls: 0 for no effect and ±100 for the full control effect
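Hydroperoxide product was detected by ferrous iron/xylenol orange as the 573 to 405 nm absorbance ratio. Arachidonic acid at 40 uM (final) was turned over for 30 min at room temperature by 150 nM human 12hLO, pH 7.0 Hepes buffer, after 15 min compound preincubation.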
D2 antag – D2 dopamine receptor (human) antagonism | HEK293 TREx D2 cells, calcium flux, dopamine EC80 | inhibition, % at 10 µM | P14416 | AID 485344 | actives 2% (n = 340,000); in the data active = inhibition above about 30%; note: 0% is about no effect
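Read-out: kinetic calcium fluorescence (1 cycle/s) in inducible HEK293 T-REx D2 cells after an EC80 dopamine addition that followed 180 s compound preincubation. Loss of the dopamine response indicates antagonism.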
Vif-A3F inh – blocks the Vif interaction with APOBEC3F; HeLa A3F-eYFP + Vif (tagged APOBEC3F with the HIV-1 protein that degrades it), YFP fluorescence increase; Potency, µM (titrated, usually from 46.1 µM), for the others: top-dose activity, negative = active; actives 0.2% (n = 390,000); AID 602313; note: potency is the fitted concentration of half-maximal effect; % of control where 0% means no effect; nearly all actives have a fitted effect of over 65% in size
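HeLa cells stably expressing Vif plus C-terminally eYFP-tagged A3F were seeded, incubated overnight at 37 deg C, dosed with compound, incubated overnight again at 37 deg C. Yellow fluorescence (Ex 488/Em 500-530) reported blocked Vif-mediated A3F-eYFP degradation.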
ERG Ets-DNA blk – inhibitors of human ERG Ets domain-DNA interaction; Potency, µM (titrated, usually from 76.9 µM), for inactives: at the highest dose FP activity, negative = inhibition, most hits filed as inhibitors; fluorescence polarization, His-ERG Ets domain / labelled DNA; actives 0.028% (n = 370,000); active = well fitted inhibition curve with a large enough effect in the polarisation, with a control signal flat; inconclusive = small, poorly fitted or top-dose-only effect, or effect the other way, or a change in a side signal; inactive = no such curve, though single readings can be large or run the other way; the % refers to the polarisation;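 note: polarization taken with two DNA probes labelled with fluorescein and Texas red; potency is the fitted concentration of half-maximal effect; % of control where 0% means no effect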
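His-tagged ERG Ets domain (1 uM in the protein solution; 300mM KCl, 50mM Tris-HCl, 1mM EDTA, 1mM DTT, pH 7.5) received compound, then a probe mix of 5 nM fluorescein-DNA and 100nM Texas-615-DNA. Fluorescence polarization was read for both dyes.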
LDHA block – LDHA (human) enzyme inhibition. purified LDHA, NADH/diaphorase-resazurin fluorescence; stronger effect = lower value. actives 0.15% (n = 480,000). activity change, % (values are at about 110 or 230 µM). P00338. AID 1347041; in the data active = activity change below about -30%; inconclusive = mostly about -25% to -30%;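 note: plate controls were DMSO wells for no effect and wells without enzyme for full effect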
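LDH5 2 nM; NADH 0.06 mM, pyruvate 0.2 mM; 200 mM Tris pH 7.4, EDTA, Tween-20; 5 min RT. Detection: diaphorase 0.133 mg/mL + resazurin 37 µM, fluorescence ex540/em590 at 0 and 20 min; normalized to enzyme-free and DMSO wells.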
Glioma ERSR ind – induces the endoplasmic reticulum stress response in human glioma cells; U87-MG GRP78 promoter luciferase reporter, 16 h; Potency, µM, without a hit: at the highest dose activation, hits mostly activators; actives 0.02% (n = 420,000); note: potency is the fitted concentration of half-maximal effect; series mostly up to about 76 µM; % of control where 0% means no effect; nearly all actives have a fitted effect of over 35% in size
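Stably transfected U87-MG glioma cells carrying a GRP78-based luciferase sensor; 16 h compound incubation. Luminescence end-point read 10 min after Bright-Glo addition at room temperature.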
Starred values were filed as active, the others as inactive; [ ] = another dose, or the depositor's remark. Unless noted, calls come from the whole dose curve; as a rule, active = well fitted curve in the direction sought with a large enough effect; inconclusive = small, poorly fitted or top-dose-only effect, or another doubt; inactive = no such curve, though single readings can be large; an effect the other way counts as inactive or inconclusive. Not all compounds are listed (hit frequency here may not be typical).

Screening Cc1cc(=O)oc2cc(OCC(=O)NC3CC(C)(C)NC(C)(C)C3)c(Cl)cc12 returned RGS4 inhibitor 25%, Vif-APOBEC3G blk 5%, D2 ag 0.6, ALOX12 inh 1%, D2 antag 14, Vif-A3F inh -1%, ERG Ets-DNA blk 12%, LDHA block -12 and Glioma ERSR ind 2%.
For NNC(=O)c1nc[nH]c1C(=O)Nc1ccccn1 the results were RGS4 inhibitor 6%, Vif-APOBEC3G blk 0%, D2 ag 1.1, ALOX12 inh 5%, D2 antag -39, Vif-A3F inh -1%, ERG Ets-DNA blk -1%, LDHA block 2 and Glioma ERSR ind -2%.
Screening CCOc1ccc(C(=O)Nc2nnc(S(=O)(=O)N(CC)c3ccccc3C)s2)cc1 returned RGS4 inhibitor -4%, Vif-APOBEC3G blk -6%, D2 ag 0.2, ALOX12 inh -13%, Vif-A3F inh -5%, ERG Ets-DNA blk -2%, LDHA block -3 and Glioma ERSR ind 2%.
Cc1ccc2nc(SCn3nnc4ccccc4c3=O)[nH]c2c1 was read as RGS4 inhibitor -2%, Vif-APOBEC3G blk -1%, D2 ag 0.3, ALOX12 inh -10%, D2 antag 13, Vif-A3F inh -5%, ERG Ets-DNA blk 6%, LDHA block 5 and Glioma ERSR ind -6%.
CSc1nc(-c2ccccc2)c(C#N)c(=O)[nH]1 was read as RGS4 inhibitor -22%[11.4 µM], Vif-APOBEC3G blk 0%, D2 ag -1.3, ALOX12 inh -8%, D2 antag 4, Vif-A3F inh -9%, ERG Ets-DNA blk 13%, LDHA block -5 and Glioma ERSR ind -6%.
CC(C)c1ccc(C(=O)OCC(=O)NC2CCCC2)cc1 was read as RGS4 inhibitor 13%, Vif-APOBEC3G blk 2%, D2 ag 0.1, ALOX12 inh inconclusive, D2 antag -15, Vif-A3F inh -5%, ERG Ets-DNA blk -9%, LDHA block -3 and Glioma ERSR ind 1%.
For CC(=O)c1nnn(-c2c(F)cccc2F)c1C the results were RGS4 inhibitor 24%, Vif-APOBEC3G blk 0%, D2 ag 0.1, ALOX12 inh 21%, D2 antag -7, Vif-A3F inh -1%, ERG Ets-DNA blk -3%, LDHA block 1 and Glioma ERSR ind 2%.
`CC(NC(=O)CCC(=O)NC(C)c1ccccc1)c1ccccc1` (configuration not stated) gave RGS4 inhibitor 13%, Vif-APOBEC3G blk -2%, D2 ag 0.1, ALOX12 inh -21%, D2 antag -17, Vif-A3F inh 4%, ERG Ets-DNA blk -11%, LDHA block -6 and Glioma ERSR ind -5%.
For COc1ccc(C(C(=O)NCc2ccccc2)N(Cc2ccco2)C(=O)c2snc(C(N)=O)c2N)cc1 (configuration not stated) the results were RGS4 inhibitor -15%, Vif-APOBEC3G blk -10%, D2 ag -0.9, ALOX12 inh -58%, D2 antag -24, Vif-A3F inh 3%, ERG Ets-DNA blk 9%, LDHA block -12 and Glioma ERSR ind -7%.
For CC1CCc2c(sc3nnn(CC(=O)Nc4ccccc4Cl)c(=O)c23)C1 (configuration not stated) the results were RGS4 inhibitor -27%, Vif-APOBEC3G blk 2%, ALOX12 inh -8%, Vif-A3F inh 1%, ERG Ets-DNA blk 2%, LDHA block -2 and Glioma ERSR ind -1%.
Cc1cc(C)cc(CC(=O)N2CCC2(C)C(=O)NS(=O)(=O)c2ccccc2Cl)c1 (configuration not stated) was read as Vif-APOBEC3G blk -2%, ALOX12 inh -20%, LDHA block -7 and Glioma ERSR ind 2%.
Screening CCCS(=O)(=O)NC(=O)C1(C)CCN(C(=O)c2oc3ccccc3c2C)C1 (configuration not stated) returned Vif-APOBEC3G blk -1%, ALOX12 inh inconclusive, LDHA block -7 and Glioma ERSR ind 0%.
For O=C(c1cccnc1)N1CCCC(Nc2ccc(F)cc2)C1 (configuration not stated) the results were RGS4 inhibitor -15%, Vif-APOBEC3G blk 0%, D2 ag 0.5, ALOX12 inh 15%, D2 antag 11, Vif-A3F inh -5%, ERG Ets-DNA blk 3%, LDHA block 2 and Glioma ERSR ind -3%.
`O=C(NCC1CCCO1)c1cn(-c2ccccc2)nc1-c1ccc(F)cc1` (configuration not stated) gave RGS4 inhibitor 12%, Vif-APOBEC3G blk 1%, ALOX12 inh 4%, Vif-A3F inh -1%, ERG Ets-DNA blk -12%, LDHA block -5 and Glioma ERSR ind -3%.
For O=C1N(CN2CCN(Cc3ccccc3)CC2)c2ccccc2C12OCCCO2 the results were RGS4 inhibitor -20%, Vif-APOBEC3G blk -4%, D2 ag -1.0, ALOX12 inh 73%[activator], D2 antag 1, Vif-A3F inh -7%, ERG Ets-DNA blk 14%, LDHA block 2 and Glioma ERSR ind -2%.
`CCN(CCCNC(=O)CN1N=C(c2ccc(C)cc2)CCC1=O)c1ccccc1` gave RGS4 inhibitor -6%, Vif-APOBEC3G blk 3%, D2 ag -1.0, ALOX12 inh inconclusive, Vif-A3F inh 0%, ERG Ets-DNA blk 7%, LDHA block 6 and Glioma ERSR ind 0%.
Screening CCOc1ccccc1N(C)C(=O)C1CCN(S(=O)(=O)c2cccc3nonc23)CC1 returned RGS4 inhibitor 17%, Vif-APOBEC3G blk 1%, ALOX12 inh 0%, Vif-A3F inh -3%, ERG Ets-DNA blk 11%, LDHA block 3 and Glioma ERSR ind -4%.
Screening O=C(c1cnn(C(=O)c2cccc(S(=O)(=O)N3CCOCC3)c2)c1)c1ccccc1O returned RGS4 inhibitor 1%, Vif-APOBEC3G blk -1%, D2 ag -0.8, ALOX12 inh -1%, D2 antag 1, Vif-A3F inh -8%, ERG Ets-DNA blk 1%, LDHA block -12 and Glioma ERSR ind -2%.
O=C(N/N=C/c1ccncc1)c1ccc(COc2cccc3cccnc23)cc1 was read as RGS4 inhibitor -14%, Vif-APOBEC3G blk -5%, D2 ag 1.9, ALOX12 inh inactive, D2 antag 9, Vif-A3F inh 10%, ERG Ets-DNA blk 0%, LDHA block -2 and Glioma ERSR ind -5%.
For CNc1cc(-c2c(OC)cccc2OC)ncn1 the results were Vif-APOBEC3G blk -1%, ALOX12 inh -26%, LDHA block 7 and Glioma ERSR ind -2%.
Screening CS(=O)(=O)NCCCc1ccccc1 returned RGS4 inhibitor -2%, Vif-APOBEC3G blk 2%, D2 ag -0.7, ALOX12 inh 126%[activator], D2 antag 11, Vif-A3F inh -1%, ERG Ets-DNA blk 9%, LDHA block -1 and Glioma ERSR ind -5%.
`O=C(CCN1CCN(CC(=O)Nc2ccccc2Cl)CC1)Nc1ccccc1F` gave RGS4 inhibitor -7%, Vif-APOBEC3G blk 2%, D2 ag -0.2, ALOX12 inh 0%, D2 antag 4, Vif-A3F inh 5%, ERG Ets-DNA blk 8%, LDHA block -6 and Glioma ERSR ind -3%.
`CCc1c(C(=O)NC(C)C2CCCO2)csc1C` (configuration not stated) gave RGS4 inhibitor 14%, Vif-APOBEC3G blk -1%, D2 ag -0.4, ALOX12 inh inconclusive, D2 antag 5, Vif-A3F inh 1%, ERG Ets-DNA blk -10%, LDHA block -2 and Glioma ERSR ind 5%.
For O=c1c2ccccc2ncn1-c1ccc([N+](=O)[O-])cc1[N+](=O)[O-] the results were RGS4 inhibitor 10%, Vif-APOBEC3G blk -21%, D2 ag 7.7, ALOX12 inh -4%, D2 antag -6, Vif-A3F inh 21%, ERG Ets-DNA blk -6%, LDHA block 15 and Glioma ERSR ind -10%.
`CC1CCN(C(=O)c2ccc(CNc3c(N4CCCC4)c(=O)c3=O)cc2)CC1` gave RGS4 inhibitor 19%, Vif-APOBEC3G blk 0%, D2 ag -0.2, ALOX12 inh -6%, D2 antag -27, Vif-A3F inh 6%, ERG Ets-DNA blk 3%, LDHA block -7 and Glioma ERSR ind -3%.
Screening COc1cccc(NC(=O)c2ccccc2-c2ccccc2C(=O)O)c1 returned RGS4 inhibitor 1%, Vif-APOBEC3G blk 1%, D2 ag -0.1, ALOX12 inh -4%, D2 antag -10, Vif-A3F inh 0%, ERG Ets-DNA blk -14%, LDHA block -1 and Glioma ERSR ind -1%.
For COc1cccc(CCNC(=O)c2cnc3sc(N4CCCC4)nn3c2=O)c1 the results were RGS4 inhibitor -2%, Vif-APOBEC3G blk 4%, D2 ag -0.6, ALOX12 inh -1%, Vif-A3F inh -4%, ERG Ets-DNA blk -4%, LDHA block -4 and Glioma ERSR ind -5%.
Screening CS(=O)(=O)N(CC(=O)O)Cc1cccc(CN(CC(=O)O)S(C)(=O)=O)c1 returned RGS4 inhibitor -10%, Vif-APOBEC3G blk 4%, D2 ag -0.5, ALOX12 inh -3%, D2 antag -17, Vif-A3F inh 0%, ERG Ets-DNA blk 2%, LDHA block 0 and Glioma ERSR ind -5%.
`CNc1ccc(/C=C/C(=O)c2ccc3c(c2)OCCO3)cc1[N+](=O)[O-]` gave RGS4 inhibitor -7%, Vif-APOBEC3G blk -6%, D2 ag -1.1, ALOX12 inh -18%, D2 antag -2, Vif-A3F inh -4%, ERG Ets-DNA blk -1%, LDHA block -3 and Glioma ERSR ind 4%.
Screening COc1ccccc1N(CC(=O)NCCSc1ccccn1)S(=O)(=O)c1ccccc1 returned RGS4 inhibitor -2%, Vif-APOBEC3G blk 2%, D2 ag 0.3, ALOX12 inh 4%, D2 antag 5, Vif-A3F inh -5%, ERG Ets-DNA blk -8%, LDHA block -8 and Glioma ERSR ind -2%.
